# Bioassay records: PubChem BioAssay, The Scripps Research Institute Molecular Screening Center
# M1 PAM: positive allosteric modulators of human M1 muscarinic receptor; P11229; CHO-K1 hM1, Fluo-8 calcium fluorescence, ACh EC20; 0% = ACh EC20, 100% = maximal ACh; activation, % at 3 µM; 0.088% of 360,000 active; AID 588819; in the data active = activation above about 19%, passing the limit was not always enough
# M1 ag: human M1 muscarinic receptor agonism; 0.33% of 360,000 active; P11229; activation, % at 3 µM; CHO-K1 hM1, Fluo-8 calcium fluorescence, agonist mode; 0% DMSO, 100% acetylcholine EC100;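 active = activation above the run's mean compound activation plus 3 SD, cut at about 16% in these data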;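 also: peak over basal fluorescence ratio within a 140 s kinetic read after compound addition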
# TAAR1 agonist: agonists of human TAAR1. activation, % at 3 µM. CHO RD-HGA16 TAAR1, Fluo-8 calcium fluorescence; vehicle wells 0%, saturating PEA agonist 100%. 0.99% of 360,000 active;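 active = activation above the mean activation of all test compounds in the run plus 3 SD, cut at about 38% in these data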
#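 test system = CHO RD-HGA16 cells carrying human TAAR1 plus Gα16 | schedule = 17-24 h seeding, 75 min 37 °C dye, 30 min RT | compound dosing = 3 µM single concentration | control set = DMSO and PEA EC100 | replicates = n 1 | signal = Fluo-8 fluorescence, 5 s baseline then 140 s kinetic read | measure = percent activation vs PEA EC100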
# CHRM1 antagonist: antagonists of human M1 muscarinic receptor. P11229. CHO-K1 hM1, Fluo-8 calcium fluorescence, ACh EC80 antagonist. inhibition, % at 3 µM. 1.3% of 360,000 active. AID 588852;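 active = percent inhibition above its own plate's cutoff, namely the mean of that plate's compound wells plus 3 SD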;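 also: peak over basal fluorescence ratio during 140 s after agonist addition; 0% = ACh EC80 plus DMSO and 100% = DMSO alone without agonist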
# CHRM4 antagonist: blocks acetylcholine activation of human M4 receptor; P08173; CHO-hM4 cells, ACh EC80, Fluo-8 calcium fluorescence; inhibition, % at 3 µM; 0.73% of 360,000 active; AID 624125;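 active = inhibition above its plate's cutoff, the mean inhibition of sample wells plus 3 SD, cut at about 27% in these data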;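 also: 0% = acetylcholine EC80 with DMSO and 100% = DMSO without agonist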
# Target sequence (P08173 whole entry, looked up): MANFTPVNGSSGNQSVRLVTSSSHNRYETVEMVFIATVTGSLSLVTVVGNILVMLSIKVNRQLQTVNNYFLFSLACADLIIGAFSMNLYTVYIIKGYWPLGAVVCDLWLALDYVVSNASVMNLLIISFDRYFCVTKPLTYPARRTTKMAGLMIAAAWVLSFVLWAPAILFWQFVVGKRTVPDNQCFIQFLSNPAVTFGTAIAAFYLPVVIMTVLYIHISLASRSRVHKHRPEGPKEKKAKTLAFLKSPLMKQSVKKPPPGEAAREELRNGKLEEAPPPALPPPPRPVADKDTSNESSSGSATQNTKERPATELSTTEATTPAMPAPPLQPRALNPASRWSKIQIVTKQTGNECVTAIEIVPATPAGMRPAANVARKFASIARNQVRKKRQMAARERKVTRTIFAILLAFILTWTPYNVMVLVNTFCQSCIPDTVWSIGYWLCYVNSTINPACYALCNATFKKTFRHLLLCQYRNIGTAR
# CHRM5 antagonist: antagonists of human muscarinic M5 receptor (CHRM5); 0.59% of 360,000 active; inhibition, % at 3 µM; CHO-hM5 cells, Fluo-8 calcium fluorescence, ACh EC80;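 active = inhibition above a per-plate cutoff, the mean of that plate's test compounds plus 3 SD, cut at about 27% in these data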;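 also: 0% = acetylcholine EC80 with DMSO and 100% = DMSO without agonist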
# Target sequence (P08912 whole entry, looked up): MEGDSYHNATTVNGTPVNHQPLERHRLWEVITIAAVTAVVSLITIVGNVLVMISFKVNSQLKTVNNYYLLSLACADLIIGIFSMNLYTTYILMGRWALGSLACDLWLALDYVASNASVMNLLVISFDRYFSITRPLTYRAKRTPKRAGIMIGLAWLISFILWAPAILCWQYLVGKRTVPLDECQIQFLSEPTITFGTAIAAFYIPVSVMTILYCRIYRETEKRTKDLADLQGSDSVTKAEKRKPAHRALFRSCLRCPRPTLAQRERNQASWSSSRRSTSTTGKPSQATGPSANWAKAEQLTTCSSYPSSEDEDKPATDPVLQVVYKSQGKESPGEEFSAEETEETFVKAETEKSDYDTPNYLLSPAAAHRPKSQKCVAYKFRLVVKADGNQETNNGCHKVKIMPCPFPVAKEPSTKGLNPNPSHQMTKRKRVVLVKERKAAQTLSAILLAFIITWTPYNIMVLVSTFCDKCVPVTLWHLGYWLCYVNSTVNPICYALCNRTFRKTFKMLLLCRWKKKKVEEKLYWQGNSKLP
# M4 ag: CHRM4 agonism in calcium assay | P08173 | CHO-K1 hM4/Gqi5, Fluo-8 calcium fluorescence; vehicle 0%, full acetylcholine response 100% | activation, % at 3 µM | 0.14% of 360,000 active | AID 624127;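 active = activation above the run mean over all test wells plus 3 SD, cut at about 32% in these data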;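 also: peak over basal fluorescence ratio per well then scaled between controls; 0% = DMSO wells and 100% = acetylcholine at EC100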
# M5 PAM: positive allosteric modulators of human muscarinic M5 receptor | P08912 | CHO-K1 hM5, Fluo-8 calcium, ACh EC20 PAM; 0% = ACh EC20, 100% = ACh EC100 | activation, % at 3 µM | 0.3% of 360,000 active;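 active = activation above the run cutoff, the mean activation of all test compounds plus 3 SD, cut at about 18% in these data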
#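 Replicates: One well per compound, no replicates | System: Human M5 receptor in CHO-K1 cells | Benchmarks: Low control EC20 acetylcholine (0%), high control EC100 acetylcholine (100%) | Probe or stimulus: Acetylcholine, EC20 level | Times: Fluo-8 loading 80 min at 37 °C plus 30 min room temperature | Signal: Intracellular calcium via Fluo-8 fluorescence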
# M5 ag: agonists of human muscarinic M5 receptor (CHRM5) | CHO-K1 hM5 cells, Fluo-8 calcium fluorescence; 0% DMSO wells, 100% maximal acetylcholine response | activation, % at 3 µM | 0.19% of 360,000 active;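 active = activation above the run's mean over test compounds plus 3 SD, cut at about 23% in these data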;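 also: signal is peak over basal fluorescence ratio across the kinetic read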
# The depositor's hits bear a star.
No.	Compound	M1 PAM	M1 ag	TAAR1 agonist	CHRM1 antagonist	CHRM4 antagonist
1	CC(C)(C)CC(C)(C)NCC(O)COCCOc1ccc(Br)cc1 (stereo unspecified)	-1	-1	24	-2	11
2	Cc1ccc(-n2c(C)cc(/C=N/NC(=O)c3ccncc3)c2C)c(C)c1	3	-7	20	0	-3
3	CCc1ccc(/C=N/Nc2nn[nH]n2)cc1	5	-2	16	-3	-11
4	Cc1cc(C)cc(C(=O)NCC(=O)OCC(=O)NC2CC2)c1	5	-2	-1	-11	-9
5	CCOC(=O)c1oc2cccc(O)c2c1CN(Cc1ccccc1)C(C)=O	2	-3	12	2	2
6	CC(=O)C1=C(C)NC2=C(C(=O)c3ccccc32)C1c1ccccc1 (stereo unspecified)	12	-3	2	-14	-3
7	CCN(CC)CCNC(=O)C1c2ccccc2C(=O)N(CCOC)C1c1ccc(F)cc1 (stereo unspecified)	-1	-4	2	6	8
8	CCS(=O)(=O)N1Cc2ccccc2CC1C(=O)N1CCN(c2ccccc2)CC1 (stereo unspecified)	8	-5	2	-4	-8
9	Cc1cc(N/N=C(/CCC(=O)O)C(=O)O)nc2ccccc12	10	-7	8	-3	-1
10	Cc1ccc(S(=O)(=O)N2CCN(C(=O)CCOc3cc(C)ccc3C)CC2)cc1	11	-1	3	-15	3
11	Cc1ccc(C(C(=O)NC2CCCCC2)N(CCCN2CCOCC2)C(=O)c2snc(C(N)=O)c2N)cc1 (stereo unspecified)	7	-7	-3	-7	-18
12	CCOC(=O)C1CCN(S(=O)(=O)c2ccccc2[N+](=O)[O-])CC1	10	-3	2	-7	2

No.	CHRM5 antagonist	M4 ag	M5 PAM	M5 ag
1	7	13	-4	0
2	-4	0	2	0
3	-3	1	-2	-1
4	18	0	2	1
5	2	4	0	3
6	9	4	-1	-3
7	5	0	-4	-5
8	-1	3	-2	1
9	4	1	-2	0
10	11	4	0	-1
11	12	3	0	-3
12	-15	1	8	1

# Further structures:
No.	Compound	M1 PAM	M1 ag	TAAR1 agonist	CHRM1 antagonist	CHRM4 antagonist
13	C=CCN(C(=O)COc1ccccc1)c1nnc(-c2ccncc2)s1	-4	-1	2	-9	14
14	CCOC(=O)N1CCC(NC(=O)c2ccc3c(c2)N(C)C(=O)/C(=C/c2cccc(OC)c2)S3)CC1	-2	-2	0	1	-4
15	CCC1CCCCN1CCNC(=O)C1CCN(S(=O)(=O)c2c(C)noc2C)CC1 (stereo unspecified)	-24	-7	3	48*	14
16	O=C(/C=C/c1cccc(O)c1)c1ccc(N2CCOCC2)cc1	4	-1	3	-12	-4
17	O=C(CN1CCCCC1)NNc1nc(-c2ccccc2)c2cc(Cl)ccc2n1	5	-5	7	-2	-5
18	O=C(c1ccccc1)N1CCn2c(nc3ccccc32)C1	-2	-4	5	1	-8
19	O=C(/C=C/c1ccc([N+](=O)[O-])cc1)NCc1cccs1	5	-5	9	-4	3
20	N#CC1=C(SCc2ccccc2)NC2=C(C(=O)CCC2)C1c1ccc2c(c1)OCO2 (stereo unspecified)	-2	-3	7	-2	-7
21	Cc1ccc(CNC(=O)C2CN(S(C)(=O)=O)c3cc(Cl)ccc3O2)cc1 (stereo unspecified)	0	-7	2	-1	-5
22	C=C(C1=CCN(S(=O)(=O)C(C)(C)C)[C@H]1CCO)c1ccccc1	10	0	0	-13	-2
23	CC(=O)N1CCN(c2ccccc2NC(=O)COc2ccc(Cl)cc2Cl)CC1	-2	-1	30	-20	1
24	O=C(COC(=O)Cc1ccc(S(=O)(=O)N2CCOCC2)s1)Nc1ccc([N+](=O)[O-])cc1	-14	0	19	23	15

No.	CHRM5 antagonist	M4 ag	M5 PAM	M5 ag
13	-1	3	3	2
14	7	6	-4	-6
15	-1	1	-9	-12
16	5	8	-2	1
17	-3	1	6	-3
18	1	2	2	1
19	-5	2	7	-2
20	-3	-1	-3	-8
21	-1	7	-3	-1
22	4	1	-2	0
23	7	15	-7	4
24	12	12	-30	7

# (more compounds)
No.	Compound	M1 PAM	M1 ag	TAAR1 agonist	CHRM1 antagonist	CHRM4 antagonist
25	O=C(O/N=C1\CCCc2ccccc21)c1ccc(F)cc1	0	-6	14	-2	-10
26	COc1ccccc1C(C#N)N1N=C(C)CC1(C)C (stereo unspecified)	6	-5	2	-14	-2
27	COC(=O)c1cc(C(=O)OCC(=O)NNC(=O)c2cccs2)cc([N+](=O)[O-])c1	1	-3	0	-6	-1
28	CCOc1cc(C2NC(=O)NC(c3ccccc3)=C2C(C)=O)ccc1OC(C)=O (stereo unspecified)	6	-6	11	-12	-2
29	Cc1cc(OCCCC(=O)Nc2cc(S(=O)(=O)N3CCOCC3)ccc2N2CCOCC2)ccc1Cl	12	-3	0	-7	5
30	Cc1ccc(NC(=O)c2cc(NC(=O)C3CC=CCC3C(=O)O)ccc2N2CCOCC2)cc1 (stereo unspecified)	-6	-3	9	18	-13
31	CN(C)C(=O)CNC(=O)C1CCCCC1	2	-2	7	-19	7
32	COc1cccc(C(=O)Nc2nc(-c3ccc4c(c3)OCO4)cs2)c1	8	-1	2	-10	5
33	CCOC(=O)c1ccccc1NC(=O)COC(=O)Cc1ccccc1F	2	-2	5	-6	-1
34	O=C(CSCc1c(F)cccc1Cl)Nc1ccccc1C(=O)N1CCOCC1	5	-3	0	-4	-22
35	O=C(NCc1ccco1)/C(=C\C=C\c1ccccc1)NC(=O)c1ccccc1Br	-13	-5	8	17	8
36	COCCN(CCOC)S(=O)(=O)c1ccc(NC(=O)c2cnccn2)cc1	18	-3	1	-27	-3

No.	CHRM5 antagonist	M4 ag	M5 PAM	M5 ag
25	-6	-2	0	-3
26	7	0	-6	-2
27	13	-1	0	-1
28	-7	1	7	3
29	2	0	1	4
30	-6	0	-2	2
31	-1	0	9	0
32	-8	5	10	1
33	10	2	-7	-1
34	-10	1	6	0
35	11	8	-18	-4
36	3	1	-1	-3

# Whole records, looked up by structure:
# `CCOc1cc(C2NC(=O)NC(c3ccccc3)=C2C(C)=O)ccc1OC(C)=O` (stereo unspecified) reads M1 PAM = 6; M1 ag = -6; TAAR1 agonist = 11; CHRM1 antagonist = -12; CHRM4 antagonist = -2; CHRM5 antagonist = -7; M4 ag = 1; M5 PAM = 7; M5 ag = 3
# `O=C(O/N=C1\CCCc2ccccc21)c1ccc(F)cc1` reads M1 PAM = 0; M1 ag = -6; TAAR1 agonist = 14; CHRM1 antagonist = -2; CHRM4 antagonist = -10; CHRM5 antagonist = -6; M4 ag = -2; M5 PAM = 0; M5 ag = -3
# `CN(C)C(=O)CNC(=O)C1CCCCC1` reads M1 PAM = 2; M1 ag = -2; TAAR1 agonist = 7; CHRM1 antagonist = -19; CHRM4 antagonist = 7; CHRM5 antagonist = -1; M4 ag = 0; M5 PAM = 9; M5 ag = 0

# Continued.
No.	Compound	M1 PAM	M1 ag	TAAR1 agonist	CHRM1 antagonist	CHRM4 antagonist
37	CCOC(=O)Nc1c(Cl)n(C)c(=O)n(C)c1=O	0	0	2	1	-6
38	Cc1cc(/C=C(\C#N)C(=O)O)c(C)n1C1CC1	4	-6	-2	-20	5
39	O=c1cc(O)c(-c2cccc(Cl)c2)c(Cl)[nH]1	3	-2	20	-20	16
40	COc1ccc(OC)c2c1sc(=NC(=O)C(C)C)n2C	0	-8	-2	-8	-8
41	Cc1c(Cl)c(-c2n[nH]c(=S)n2-c2ccccc2)nn1C	8	-4	2	-2	-12
42	CCOc1cccc(C(=O)N2CCCCC2c2cccnc2)c1 (stereo unspecified)	6	-3	5	-7	5
43	COc1cccc(-n2nc(-c3ccnn3-c3cccc(Cl)c3)c(=O)n(C)c2=O)c1	6	-4	0	-10	-1
44	CN(C)S(=O)(=O)c1cccc(NC(=S)Nc2cc(Cl)cc(Cl)c2)c1	-1	-1	20	9	-12
45	CCOC(=O)C1(CC2CCCCO2)CCN(C(=O)Nc2ccccc2)CC1 (stereo unspecified)	10	-6	6	-10	-7
46	CSc1ccc(/C=N/n2c(C)nnc2C)cc1	9	-6	2	0	-1
47	CC(=O)N1CCCc2cc(S(=O)(=O)Nc3ccc4c(c3)OCO4)ccc21	6	-1	1	-2	-9
48	COc1ccc(NC(=O)c2cc3nc(-c4ccccc4)cc(-c4ccccc4)n3n2)c(OC)c1	3	-3	5	-7	4

No.	CHRM5 antagonist	M4 ag	M5 PAM	M5 ag
37	19	0	-9	-1
38	1	0	5	0
39	9	0	-2	-1
40	0	0	-2	-1
41	-2	0	-4	-2
42	7	1	-3	1
43	0	0	8	-9
44	10	5	-6	-1
45	-17	1	2	-1
46	-17	0	-1	0
47	4	4	-5	-3
48	1	1	-1	-3

# Structural class, the entries above containing bromine.
No.	Compound	M1 PAM	M1 ag	TAAR1 agonist	CHRM1 antagonist	CHRM4 antagonist
1	CC(C)(C)CC(C)(C)NCC(O)COCCOc1ccc(Br)cc1 (stereo unspecified)	-1	-1	24	-2	11
35	O=C(NCc1ccco1)/C(=C\C=C\c1ccccc1)NC(=O)c1ccccc1Br	-13	-5	8	17	8

No.	CHRM5 antagonist	M4 ag	M5 PAM	M5 ag
1	7	13	-4	0
35	11	8	-18	-4

# Additional results
No.	Compound	M1 PAM	M1 ag	TAAR1 agonist	CHRM1 antagonist	CHRM4 antagonist
49	CC(=O)Cc1nsc(NC(=O)c2ccc(-c3cccc(C(F)(F)F)c3)o2)n1	3	-1	13	-5	4
50	CN(C)CCN(C(=O)C1=COCCO1)c1nc2ccc(Cl)cc2s1	8	-5	7	-9	5
51	CCCCCNC(=O)CC1Nc2c3ccccc3nc(=S)n2C1=O (stereo unspecified)	4	-2	5	-1	18
52	O=C(NCC(c1ccco1)N1CCc2ccccc21)C(=O)Nc1ccc(F)cc1F (stereo unspecified)	-9	-8	-2	6	-10
53	C[C@@H]1CN([C@H](C)CO)S(=O)(=O)c2ccc(Br)cc2O[C@H]1CN(C)C(=O)Nc1ccc(F)cc1	-1	1	6	-2	1
54	COc1cc(C(=O)NC2CC(C)(C)NC(C)(C)C2)cc(OC)c1OC	8	-4	0	-8	0
55	CN(C)CC(CCCCC(CN(C)C)C(=O)c1ccccc1)C(=O)c1ccccc1 (stereo unspecified)	0	-6	1	-1	-4
56	CCc1ccc(NC(=O)CCn2ccnc2C)cc1	4	-6	2	-2	-1
57	CN1CCN(c2cc(C(F)(F)F)nc(-c3ccccn3)n2)CC1	5	-14	9	-4	-1

No.	CHRM5 antagonist	M4 ag	M5 PAM	M5 ag
49	0	1	7	-4
50	14	2	-2	-6
51	2	0	-1	3
52	-11	1	-6	-7
53	11	5	0	1
54	0	0	3	-2
55	7	2	-10	-5
56	2	1	-6	-4
57	6	0	0	-8

# Values in list order from the list.
# M4 ag for entries 51–55, in order: 0, 1, 5, 0, 2
# M1 ag for entries 51–55, in order: -2, -8, 1, -4, -6

# Some of the compounds tested; the hit share may differ from the screen's.
